hcGAS inh = Primary biochemical luminescence assay for human cyclic GMP-AMP synthase inhibitors; Q8N884; recombinant h-cGAS, ATP depletion, Kinase-Glo luminescence; inhibition, % at 12.5 µM; 290,000 compounds, 0.081% hits;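 also: 0% = vehicle reaction and 100% = reaction without DNA for no activity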
Target sequence (Q8N884 whole entry, looked up): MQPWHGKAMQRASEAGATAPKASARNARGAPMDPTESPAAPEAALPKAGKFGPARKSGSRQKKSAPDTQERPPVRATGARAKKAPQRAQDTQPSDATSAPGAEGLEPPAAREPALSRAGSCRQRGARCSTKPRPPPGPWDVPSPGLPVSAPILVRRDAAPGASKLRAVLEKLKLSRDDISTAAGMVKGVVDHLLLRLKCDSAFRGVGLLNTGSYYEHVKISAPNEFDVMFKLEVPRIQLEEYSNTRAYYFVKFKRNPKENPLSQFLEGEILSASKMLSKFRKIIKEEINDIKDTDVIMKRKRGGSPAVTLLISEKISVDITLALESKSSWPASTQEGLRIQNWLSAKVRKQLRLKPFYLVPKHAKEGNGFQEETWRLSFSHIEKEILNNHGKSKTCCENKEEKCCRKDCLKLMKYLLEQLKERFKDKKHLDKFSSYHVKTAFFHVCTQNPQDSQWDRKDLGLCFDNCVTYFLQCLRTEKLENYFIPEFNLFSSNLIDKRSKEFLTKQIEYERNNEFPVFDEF
mcGAS lum = cyclic GMP-AMP synthase inhibitors, mouse, primary biochemical chemiluminescence; inhibition, % at 12.5 µM; Q8C6L5; AID 1259399, 2018; 160,000 compounds, 0.15% hits; recombinant cGAS, Kinase-Glo ATP depletion luminescence;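 also: 0% = negative control wells and 100% = reference inhibitor with no enzyme activity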
NPYLR7 agonist = agonists of mosquito NPYLR7 receptor, primary screen, cell-based, Aedes aegypti, calcium fluorescence, mosquito biting behavior | Aedes aegypti neuropeptide Y-like receptor 7 (NPYLR7) | HEK293T NPYLR7/Galpha15, GCaMP6s calcium fluorescence | activation, % at 10 µM | 270,000 compounds, 0.15% hits | AID 1259423, 2018; in the data active = activation above about 40%;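 also: 0% = vehicle and 100% = reference agonist at the receptor; some compounds past the cut are filed as inactive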
* = called active by the depositor. Rule as the data show it, unless noted: active = inhibition above about 40%; inactive = the rest.

CN1[C@H](C(=O)O)C[C@H](C(=O)NCCc2cnc[nH]2)[C@@H]1c1cccc(Cl)c1 was read as hcGAS inh -8 and NPYLR7 agonist 13.
Screening COCC(NC(=O)c1cc(Cl)c[nH]c1=O)c1ccnn1C (centres undefined) returned hcGAS inh -3, mcGAS lum -13 and NPYLR7 agonist -1.
`C=CCN(CC(=O)N1CCc2sccc2C1c1ccc(C)cc1)C(=O)c1cccc(Cl)c1` (centres undefined) gave hcGAS inh -2, mcGAS lum 0 and NPYLR7 agonist -11.
For Cc1cccc2[nH]c(CN(C)C(=O)C3CCC(=O)N(CCCN4CCOCC4)C3)nc12 (centres undefined) the results were hcGAS inh 1 and mcGAS lum -6.
For COc1cc(-c2nc3cc(C)ccn3c2NCc2ccccc2)ccc1OC(=O)C1CCCCC1 the results were hcGAS inh -7, mcGAS lum -8 and NPYLR7 agonist 11.
`c1cc(C2CN(c3ncnc4nc[nH]c34)C2)ccn1` gave hcGAS inh -10, mcGAS lum -17 and NPYLR7 agonist 16.
CCOC(=O)N1CCC(NC2CC(=O)N(C3CCCCCC3)C2)CC1 (centres undefined) was read as hcGAS inh -6 and NPYLR7 agonist 12.
For O=C(CSc1ncnc2sc3c(c12)CCC3)c1ccc(Cl)s1 the results were hcGAS inh -3, mcGAS lum -7 and NPYLR7 agonist 18.
COC(=O)C(Nc1nc(C)cc(OC)n1)C(C)C (centres undefined) was read as hcGAS inh -4 and NPYLR7 agonist 7.
For COc1ccc(Cl)cc1C(=O)Nc1c(C)nc2ccc(Cl)cn2c1=O the results were hcGAS inh -6 and NPYLR7 agonist 5.
Screening COC(=O)c1cccc(CN(Cc2ccccc2)Cc2cccn2Cc2ccc(C(F)(F)F)cc2)c1 returned hcGAS inh -3, mcGAS lum -5 and NPYLR7 agonist 9.
Screening CCC(=O)N(c1nnc(SCc2cc(=O)n3nc(CC)sc3n2)s1)C1CC1 returned hcGAS inh 0 and NPYLR7 agonist -5.
For N#Cc1c(N)nc2c(c1-c1cccnc1)CCCC2 the results were hcGAS inh 1, mcGAS lum -1 and NPYLR7 agonist -3.
CCN(CC)S(=O)(=O)c1ccc(OC)c(N2CCN(S(=O)(=O)c3ccc(Cl)cc3)CC2)c1 was read as hcGAS inh -10, mcGAS lum -8 and NPYLR7 agonist 6.
Cn1cc(C(=O)NC2CCCC2)c2[nH]c(=O)n(-c3ccc(Cl)cc3)c(=O)c21 was read as hcGAS inh -9 and NPYLR7 agonist 1.
For O=C(Nc1ccc2[nH]ncc2c1)c1cccnc1Nc1cccc(C(F)(F)F)c1 the results were hcGAS inh -3 and NPYLR7 agonist -6.
`Cc1ccc(-n2c(=O)c3ccccc3n(Cc3ccc(C(=O)NC(C)c4ccccc4)cc3)c2=O)cc1C` (centres undefined) gave hcGAS inh -2, mcGAS lum -5 and NPYLR7 agonist 30.
Screening O=C1CCC2(CCNCC2)CN1CC(c1ccncc1)N1CCOCC1 (centres undefined) returned hcGAS inh -14 and mcGAS lum -6.
COc1cc(Cl)ccc1C(=O)Nc1n[nH]c(C(F)(F)F)n1 was read as hcGAS inh 5 and NPYLR7 agonist 0.
For Cc1ccc(S(=O)(=O)NC(=O)C2(C)CCN2C(=O)Cc2ccccc2)cc1 (centres undefined) the results were hcGAS inh -10 and NPYLR7 agonist 3.
`COc1ccc(Br)cc1C1=N/C(=C\C(C)=C\c2ccccc2)C(=O)O1` gave hcGAS inh -7 and NPYLR7 agonist 0.
For CC1CCCN(S(=O)(=O)c2ccc3c(c2)nc(SCc2ccc(OCC(=O)O)cc2)n3C2CCCC2)C1 (centres undefined) the results were hcGAS inh -9, mcGAS lum -4 and NPYLR7 agonist 15.
Screening O=C1CN2CC(N1)c1ccccc1S2(=O)=O (centres undefined) returned hcGAS inh -1, mcGAS lum -8 and NPYLR7 agonist 25.
`COc1ccccc1Cn1c(C)c(C(=O)NCc2cccs2)sc1=O` gave hcGAS inh 5 and NPYLR7 agonist 2.
Screening COCCN(Cc1nccn1Cc1ccc(Cl)c(Cl)c1)C(=O)c1cccc(F)c1 returned hcGAS inh -6, mcGAS lum -5 and NPYLR7 agonist 6.
For CC(C)NC(=O)C1CCN(C2CCN(C(=O)CC3=CCCCC3)CC2)CC1 the results were hcGAS inh -1 and NPYLR7 agonist 10.
For COc1ccccc1-c1nnc(SCC(=O)c2ccc(F)cc2)o1 the results were hcGAS inh -3, mcGAS lum 1 and NPYLR7 agonist 1.
`Nc1c(C(=O)Nc2ccc(Cl)cc2)c2ccccn2c1C(=O)c1ccc(Cl)cc1` gave hcGAS inh -4, mcGAS lum -7 and NPYLR7 agonist -4.
Fc1cc(CNC2CCc3ccccc32)ccc1N1CCOCC1 (centres undefined) was read as hcGAS inh -13, mcGAS lum -8 and NPYLR7 agonist 8.
CCN(CC)CCNC(=O)C1=C(C)C(=O)OC12CCCCC2 was read as hcGAS inh -7, mcGAS lum -6 and NPYLR7 agonist 5.
`CCOC(=O)c1c(-c2ccccc2)oc2cc(Br)c(OCC(N)=O)cc12` gave hcGAS inh -1, mcGAS lum -4 and NPYLR7 agonist -5.
For COCCCN(CC(=O)N(CCc1c[nH]c2ccccc12)Cc1ccc(C(F)(F)F)cc1)C(=O)COC the results were hcGAS inh -2, mcGAS lum -5 and NPYLR7 agonist 20.
Screening CCc1cc(-c2ccc(OC)cc2C)ccc1NC(C)=O returned hcGAS inh -1, mcGAS lum -14 and NPYLR7 agonist 9.
Screening O=C(c1cccnc1Cl)N1CCN(C2c3ccccc3CCc3ccccc32)CC1 returned hcGAS inh -5, mcGAS lum -7 and NPYLR7 agonist -3.
For COC(=O)c1sc(-c2ccc(S(N)(=O)=O)cc2)nc1C the results were hcGAS inh -5 and NPYLR7 agonist 1.
CCOc1cc(CN2CCCn3cccc3C2c2ccc(F)c(F)c2)ccc1O (centres undefined) was read as hcGAS inh -8, mcGAS lum -6 and NPYLR7 agonist 1.
For COc1ccc(-n2ncc(Oc3ccc(Cl)c(C)c3)c(Nc3ccc(C(=O)O)cc3)c2=O)cc1 the results were hcGAS inh 2 and NPYLR7 agonist 35.
`Cc1nccc(-c2cccc(NC(=O)C3CC=CCC3C(=O)N3CCc4ccccc4C3)c2)n1` (centres undefined) gave hcGAS inh -3, mcGAS lum -3 and NPYLR7 agonist -6.
Screening CC(C)Cc1cc(CNC(=O)[C@H]2CC[C@@H](N)C2)no1 returned hcGAS inh -11 and mcGAS lum -3.
c1ccc(Nc2ccc3c(C4CC4)noc3n2)cc1 was read as hcGAS inh -4, mcGAS lum -5 and NPYLR7 agonist 2.
For CC1COc2ncccc2C(=O)N1 (centres undefined) the results were hcGAS inh 7, mcGAS lum -6 and NPYLR7 agonist 0.
CCN(CC)S(=O)(=O)c1ccc2c(c1)nc(SCc1c(F)cccc1Cl)n2C(C)C was read as hcGAS inh -4, mcGAS lum -2 and NPYLR7 agonist 17.
CC(NCc1ccccc1F)c1cccc2ccccc12 (centres undefined) was read as hcGAS inh -8 and NPYLR7 agonist -3.
Cc1nc2c(c(N3CCCC3)n1)CN(C(=O)Nc1cccc(Br)c1)CC2 was read as hcGAS inh -13, mcGAS lum -4 and NPYLR7 agonist 17.
For O=C(C1CCC1)N(Cc1ccccc1)[C@@H]1CC[C@H]2C[C@@H]1[C@@H](O)CO2 the results were hcGAS inh -2, mcGAS lum -8 and NPYLR7 agonist 24.
Screening CCc1cccc(N2C(=O)CSC2c2ccc(NC(=O)c3cccc(Br)c3)cc2)c1 (centres undefined) returned hcGAS inh -4, mcGAS lum -10 and NPYLR7 agonist -4.
For CN(C)CCN(CCc1ccccc1)c1ncc(Br)cn1 the results were hcGAS inh -7 and NPYLR7 agonist -1.
Screening Cc1ccc(-c2cc(O)c3c(c2)CN(C(=O)c2ccnc(N)c2)CCO3)s1 returned hcGAS inh -8 and NPYLR7 agonist 1.
CCN(CC)CC(O)CN1C(=O)NC(C)(C)C1=O (centres undefined) was read as hcGAS inh -7 and NPYLR7 agonist 5.
For Cc1ccc(S(=O)(=O)Nc2nc(CN3CCN(c4ccccn4)CC3)cs2)cc1 the results were hcGAS inh 5 and NPYLR7 agonist -2.
`CCN(CC)Cc1cccc(C(=O)Nc2cnns2)c1` gave hcGAS inh -8 and mcGAS lum -11.
Screening O=C(CN1CCC(C(=O)N2CCCCCC2)CC1)Nc1ccc(N2CCCC2=O)cc1 returned hcGAS inh 1 and NPYLR7 agonist -2.
Cc1cc2cc(NC(=O)c3ccc(CN4CC[C@H](O)C4)cc3)ccc2o1 was read as hcGAS inh 1 and NPYLR7 agonist -1.
For Cc1cc(=O)n2[nH]c(C)c(-c3ccc(Cl)cc3)c2n1 the results were hcGAS inh -1, mcGAS lum -7 and NPYLR7 agonist -2.
Screening CN1CCCC2(CCN(Cc3ccccc3OCC(=O)O)C2)C1=O (centres undefined) returned hcGAS inh -1 and NPYLR7 agonist 6.
CC1=NN(c2ccc(Cl)c(C(=O)O)c2)C(=O)/C1=C\c1ccc(Br)c([N+](=O)[O-])c1 was read as hcGAS inh 7, mcGAS lum 50* and NPYLR7 agonist 4.
Screening CNC(=O)NC(=O)Cn1nnc(-c2cc(F)ccc2Br)n1 returned hcGAS inh -3 and NPYLR7 agonist 10.
`CNc1nc(C(=O)N2CCCC(c3[nH]ncc3-c3ccc(C)cc3)C2)cs1` (centres undefined) gave hcGAS inh -5, mcGAS lum -15 and NPYLR7 agonist 1.
Screening CCOc1ccc2ncc(C#N)c(Cl)c2c1 returned hcGAS inh -4 and NPYLR7 agonist 10.
For CCNC(=O)Nc1cc(C)ccc1N1CCCN(Cc2ccc(C(C)C)cc2)C1=O the results were hcGAS inh 0 and mcGAS lum -2.

Next section (2 carried over from the part before).
Screening CCOc1ccc2ncc(C#N)c(Cl)c2c1 returned hcGAS inh -4 and NPYLR7 agonist 10.
For CCNC(=O)Nc1cc(C)ccc1N1CCCN(Cc2ccc(C(C)C)cc2)C1=O the results were hcGAS inh 0 and mcGAS lum -2.
O=C(CSc1nnc(C2CC2)n1C1CC1)N(C1CCCC1)C1CCS(=O)(=O)C1 (centres undefined) was read as hcGAS inh -7 and NPYLR7 agonist 3.
`CC(CC(=O)Nc1ccc(F)cc1)n1cncn1` (centres undefined) gave hcGAS inh -6 and NPYLR7 agonist 5.
Screening Cc1ccccc1-c1nc(OCC(C)C)nn1-c1cccc(NC(=O)c2ccc(F)cc2)c1 returned hcGAS inh -13, mcGAS lum -4 and NPYLR7 agonist 21.
CC(=O)Nc1ccc(S(=O)(=O)Nc2cccc3c2CCCC3)cc1 was read as hcGAS inh -4 and NPYLR7 agonist 10.
For CCc1nnc(NC(=O)C2CCC2)s1 the results were hcGAS inh -3 and NPYLR7 agonist 2.
For C=C(C)C(O)(C(=C)C)c1ccc(CN(Cc2ccc(C)o2)C2CC2)o1 the results were hcGAS inh 0, mcGAS lum 1 and NPYLR7 agonist -8.
COc1ccc(NC(=O)C2(C)CCCN(C(C)C)C2)cc1OC (centres undefined) was read as hcGAS inh -13 and NPYLR7 agonist -1.
For O=C(CSc1nc2ccccc2s1)Nc1ccccc1F the results were hcGAS inh -9, mcGAS lum -7 and NPYLR7 agonist -8.
Cc1nc(Sc2cccn2C)c(C(F)(F)F)c(=O)[nH]1 was read as hcGAS inh -7 and NPYLR7 agonist 1.
For CC(C)(C)CC(=O)Nc1ccc2nc(-c3cccs3)nn2c1 the results were hcGAS inh -3, mcGAS lum -6 and NPYLR7 agonist 2.
`Cc1nc2ncnn2c(NCc2ccc3c(c2)OCO3)c1Cc1ccccc1` gave hcGAS inh 7 and mcGAS lum 5.
For Cc1ccnc(Nc2ccc(NCCNC(=O)Nc3cccc(C(F)(F)F)c3)nn2)c1 the results were hcGAS inh -6 and NPYLR7 agonist 3.
O=C(Nc1ccc(F)c(N2CCS(=O)(=O)CC2)c1)c1cc2ccccc2s1 was read as hcGAS inh -5 and NPYLR7 agonist 3.

13 successive entries out of the list so far, for reference:
O=C(CSc1nnc(C2CC2)n1C1CC1)N(C1CCCC1)C1CCS(=O)(=O)C1 (centres undefined) was read as hcGAS inh -7 and NPYLR7 agonist 3.
`CC(CC(=O)Nc1ccc(F)cc1)n1cncn1` (centres undefined) gave hcGAS inh -6 and NPYLR7 agonist 5.
Screening Cc1ccccc1-c1nc(OCC(C)C)nn1-c1cccc(NC(=O)c2ccc(F)cc2)c1 returned hcGAS inh -13, mcGAS lum -4 and NPYLR7 agonist 21.
CC(=O)Nc1ccc(S(=O)(=O)Nc2cccc3c2CCCC3)cc1 was read as hcGAS inh -4 and NPYLR7 agonist 10.
For CCc1nnc(NC(=O)C2CCC2)s1 the results were hcGAS inh -3 and NPYLR7 agonist 2.
For C=C(C)C(O)(C(=C)C)c1ccc(CN(Cc2ccc(C)o2)C2CC2)o1 the results were hcGAS inh 0, mcGAS lum 1 and NPYLR7 agonist -8.
COc1ccc(NC(=O)C2(C)CCCN(C(C)C)C2)cc1OC (centres undefined) was read as hcGAS inh -13 and NPYLR7 agonist -1.
For O=C(CSc1nc2ccccc2s1)Nc1ccccc1F the results were hcGAS inh -9, mcGAS lum -7 and NPYLR7 agonist -8.
Cc1nc(Sc2cccn2C)c(C(F)(F)F)c(=O)[nH]1 was read as hcGAS inh -7 and NPYLR7 agonist 1.
For CC(C)(C)CC(=O)Nc1ccc2nc(-c3cccs3)nn2c1 the results were hcGAS inh -3, mcGAS lum -6 and NPYLR7 agonist 2.
`Cc1nc2ncnn2c(NCc2ccc3c(c2)OCO3)c1Cc1ccccc1` gave hcGAS inh 7 and mcGAS lum 5.
For Cc1ccnc(Nc2ccc(NCCNC(=O)Nc3cccc(C(F)(F)F)c3)nn2)c1 the results were hcGAS inh -6 and NPYLR7 agonist 3.
O=C(Nc1ccc(F)c(N2CCS(=O)(=O)CC2)c1)c1cc2ccccc2s1 was read as hcGAS inh -5 and NPYLR7 agonist 3.

Assay outcomes as filed in PubChem.
